From PubChem
A350 autofl – compound fluoresces in the Alexa 350 spectral region. Compound autofluorescence, 340/450 nm, Alexa 350 dye-equivalents; hits give high values. max dye-equivalent concentration, M. AID 590. 59,000 tested, 11% active; in the data active = max dye-equivalent concentration above about 10 nM; inconclusive = mostly about 1.1 nM to 9.6 nM
Rhodamine fluor – compound autofluorescence in rhodamine spectral region. Rhodamine-region fluorescence, 547/598 nm, Tris buffer; hits give high values. max dye-equivalent concentration, M. 59,000 tested, 0.05% active; in the data active = max dye-equivalent concentration above about 11 nM; inconclusive = between about 1.1 nM and that limit
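A six-point rhodamine series on each plate calibrates the signal. Compounds sit in 100 mM Tris (pH 8.0) for 15 min at ambient temperature before imaging through 547 nm/598 nm filters.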
Fluorescein fluor – fluorescein region autofluorescence | AID 593 | 59,000 tested, 0.91% active | Compound autofluorescence, 480/540 nm, fluorescein-equivalent; hits give high values | max fluorescein-equivalent concentration, M; in the data active = max fluorescein-equivalent concentration above about 10 nM; inconclusive = between about 1.1 nM and that limit
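In this qHTS profile, compound fluorescence was measured with a 480 nm/540 nm filter pair following a 15-min room-temperature incubation in 100 mM Tris (pH 8.0). A six-point fluorescein series on each plate served for normalization.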
ERK AVP inh – inhibitors of vasopressin-stimulated ERK signaling pathway. HEK293-V1b, vasopressin-stimulated pERK AlphaScreen. Potency, µM (top dose mostly 57.5 µM), without a hit: at the highest dose activity, negative = inhibition, usual class: inhibitors. 72,000 tested, 0.99% active. AID 995; note: potency is the fitted concentration of half-maximal effect; % is set by controls: 0 for no effect and ±100 for the full control effect; nearly all actives have a fitted effect of over 55% in size
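Overnight-seeded V1b-HEK293 cells in 1% FBS got compound, then vasopressin (25 nM final, 5 min, 37C), then lysis buffer. AlphaScreen detection of phospho-ERK; activity normalized to basal and full-stimulation controls.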
Casp1 inh – caspase-1 (human) inhibition, allosteric or competitive | 75,000 tested, 0.03% active | Caspase-1 enzyme, Ac-WEHD-AFC fluorogenic rate | Potency, µM (titrated, usually from 57.5 µM), without a hit: top-dose activity change, negative = inhibition, actives largely listed as inhibitors | P29466;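 note: potency is the fitted concentration of half-maximal effect; plate controls were vehicle for no effect and no substrate for full effect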
Luciferase inh – blocks Photinus pyralis firefly luciferase activity | P08659 | purified firefly luciferase, luminescence, 8 min | Potency, µM (top dose mostly 57.1 µM), inactives show at the top dose activity change, negative = inhibition, most hits filed as inhibitors | 72,000 tested, 2.2% active | AID 411; note: potency is the fitted concentration of half-maximal effect; % is set by controls: 0 for no effect and ±100 for the full control effect; nearly all actives have a fitted effect of over 40% in size
Target sequence (P08659 whole entry, looked up): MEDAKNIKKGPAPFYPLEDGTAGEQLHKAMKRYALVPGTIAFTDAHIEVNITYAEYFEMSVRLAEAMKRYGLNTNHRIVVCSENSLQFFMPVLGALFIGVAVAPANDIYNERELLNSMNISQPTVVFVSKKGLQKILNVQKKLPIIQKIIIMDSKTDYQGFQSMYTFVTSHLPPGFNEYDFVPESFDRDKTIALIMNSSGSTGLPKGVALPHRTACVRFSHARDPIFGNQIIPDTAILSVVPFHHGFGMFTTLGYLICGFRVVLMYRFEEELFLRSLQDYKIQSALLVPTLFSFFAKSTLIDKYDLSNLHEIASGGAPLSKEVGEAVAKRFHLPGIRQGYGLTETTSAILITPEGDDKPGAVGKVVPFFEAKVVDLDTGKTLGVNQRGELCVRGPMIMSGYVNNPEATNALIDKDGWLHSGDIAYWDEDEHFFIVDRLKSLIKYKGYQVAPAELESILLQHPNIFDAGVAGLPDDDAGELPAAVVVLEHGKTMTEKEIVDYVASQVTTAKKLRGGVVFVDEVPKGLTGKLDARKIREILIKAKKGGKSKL
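Compounds were tested as concentration series (qHTS) against purified P. pyralis luciferase with luciferin and 10 uM ATP in 50 mM imidazole pH 7.2, 50 mM KCl, 7 mM MgCl2, 0.01% Tween 20, 0.05% BSA. Luminescence was read after 8 min at ambient temperature.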
4MU fluor – compounds fluorescent in 4-MU spectral region | max dye-equivalent concentration, M | 59,000 tested, 11% active | compound autofluorescence, 340/450 nm, 4-MU equivalents; hits give high values; in the data active = max dye-equivalent concentration above about 10 nM; inconclusive = mostly about 1.1 nM to 9.6 nM
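Compounds in 100 mM Tris, pH 8.0, sat 15 min at room temperature before fluorescence was read at 340 nm excitation/450 nm emission; a per-plate six-point 4-MU standard curve converted signals to dye-equivalent concentration at each compound concentration.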
Caspase-7 inhib – caspase-7 (human) inhibition, allosteric or competitive. P55210. recombinant caspase-7, Ac-DEVD-AFC fluorescence rate. Potency, µM (highest dose often 57.5 µM), for the others: at the top dose activity change, negative = inhibition, hits mostly inhibitors. 75,000 tested, 0.02% active. AID 889; active = well fitted inhibition curve with a large enough effect in the main read-out, with a control signal flat, not every such curve was filed as active; inconclusive = small, poorly fitted or top-dose-only effect, or a change in a side signal; note: potency is the fitted concentration of half-maximal effect; % of control where 0% means no effect
Target sequence (P55210 24-198 limits assumed): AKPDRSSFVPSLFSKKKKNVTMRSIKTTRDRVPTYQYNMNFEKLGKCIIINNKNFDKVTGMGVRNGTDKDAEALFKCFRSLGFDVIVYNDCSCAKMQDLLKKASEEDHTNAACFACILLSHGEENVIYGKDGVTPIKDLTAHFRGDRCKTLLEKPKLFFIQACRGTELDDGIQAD
Target sequence (P55210 207-303 limits assumed): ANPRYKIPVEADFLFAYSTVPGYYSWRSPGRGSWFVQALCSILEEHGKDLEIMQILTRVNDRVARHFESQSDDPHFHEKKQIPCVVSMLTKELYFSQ
TexasRed autofl – compounds fluorescent in Texas Red spectral region | Compound fluorescence, Texas Red channel, 547/618 nm; hits give high values | max dye-equivalent concentration, M | 59,000 tested, 0.06% active; in the data active = max dye-equivalent concentration above about 10 nM; inconclusive = between about 1.1 nM and that limit
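Dye-equivalent concentrations come from scaling compound signal (ex 547, em 618 nm) to six Texas Red standard concentrations run on every plate, after 15 min room-temperature incubation in pH 8.0 Tris (100 mM).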
HEK293 cAMP ctrl – parental HEK293 cAMP activation (counter-screen); parental HEK293 CNG cAMP sensor, membrane potential fluorescence; Potency, µM (top dose mostly 57.1 µM), inactives show top-dose activation, usual class: activators; 73,000 tested, 2.5% active; AID 938; note: potency is the fitted concentration of half-maximal effect; % of control where 0% means no effect; nearly all actives have a fitted effect of over 55% in size
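Parental HEK 293 cells stably expressing a modified CNG channel (no TSHR) report cAMP rise as membrane depolarization. Membrane potential dye with 100 uM RO 20-1724 was loaded for 60 min at room temperature, then compound added for 30 min; fluorescence read at 590 nm.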
Tau filament bind – binders of human tau filaments; P10636; recombinant tau filaments, thioflavin S fluorescence, 15 h; filaments grown with octadecylsulfate alongside compound; Potency, µM (top dose mostly 57.1 µM), without a hit: top-dose activity change, negative = inhibition; 71,000 tested, 2% active;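 note: potency is the fitted concentration of half-maximal effect; % is set by controls: 0 for no effect and ±100 for the full control effect; actives lower thioflavin S fluorescence by blocking filaments or displacing dye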
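Quantitative HTS: thioflavine S signal from ODS-induced tau filaments, excited at 450 nm, emission 510 nm. Conditions: 1 uM tau, 30 uM ODS, 15 h at 37 C, pH 7.4.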
* = called active by the depositor; i = inactive; ? = inconclusive; · = no result given; [ ] = remark or other dose. Unless noted, calls come from the whole dose curve; as a rule, active = well fitted curve in the direction sought with a large enough effect; inconclusive = small, poorly fitted or top-dose-only effect, or another doubt; inactive = no such curve, though single readings can be large; an effect the other way counts as inactive or inconclusive. Not all compounds are listed; the hit share may differ from the screen's.

| Compound | A350 autofl | Rhodamine fluor | Fluorescein fluor | ERK AVP inh | Casp1 inh | Luciferase inh | 4MU fluor | Caspase-7 inhib | TexasRed autofl | HEK293 cAMP ctrl | Tau filament bind |
| --- | --- | --- | --- | --- | --- | --- | --- | --- | --- | --- | --- |
| COc1ccc(OC)c(NC(=O)CSc2ncccc2C(=O)O)c1 | i | i | i | -25.1% | -1.8% | -3.8% | i | -1.2% | i | 4.3% | -15.5% |
| N#Cc1cccc(-c2cc(NCc3cccs3)ncn2)c1 | ? | i | ? | 12.6µM* | 0.2% | -1.1%[2.29 µM] | ? | 0.9% | i | 5.5% | -5.0% |
| CC(=O)c1cc2c(cc1NC(=O)Nc1cccc(Cl)c1)OCCO2 | 3.12e-08M* | i | ? | ? | 2.4% | -5.1% | 2.43e-08M* | -2.6% | i | 9.3% | 162.1% |
| c1ccc2sc(N3CCN(Cc4nnnn4CC4CCCO4)CC3)nc2c1 (stereo not given) | i | i | i | -7.2% | -1.7% | -2.5% | i | 1.4% | i | 25.1µM* | -10.6% |
| CC(=O)Nc1cc(CN2CCCCC2)c(O)c2ncccc12 | i | i | ? | 28.8%[11.5 µM] | -1.0%[11.5 µM] | 0.3%[11.4 µM] | i | 1.9%[11.5 µM] | i | 20.9%[11.4 µM] | -13.0%[11.4 µM] |
| CC(C)(C)c1cc(CN2CCCC(O)C2)c(O)c(C(C)(C)C)c1 (stereo not given) | · | · | · | ? | -4.0% | -2.5% | · | -3.4% | · | 3.6%[11.4 µM] | 5.01µM* |
| CC(C)COC(=O)N(C)c1ccc(C(O)(C(F)(F)F)C(F)(F)F)cc1 | i | i | i | ? | -1.9% | 0.3% | i | 0.1% | i | 1.6% | -18.8% |
| O=C(c1ccccc1)N(Cc1cccs1)C1CCS(=O)(=O)C1 (stereo not given) | i | i | i | 6.4% | -1.0% | 2.0% | i | -0.7% | i | 14.3% | -11.7% |
| Cc1noc(C)c1C(=O)OCC(=O)c1ccc[nH]1 | i | i | i | -3.2% | 0.4% | 1.3% | i | -2.6% | i | 5.5% | -4.5% |
| COc1ccc(N2CCN(C(=O)CSc3nnc(-c4cc5ccccc5cc4O)n3C)CC2)cc1 | i | i | i | 19.2% | -4.2% | -4.8% | i | 0.4% | i | 11.5% | -28.1% |
| COc1ccc(-c2nnc(SCC#N)o2)cc1 | i | i | ? | -14.0% | 0.2% | -1.6% | i | 0.6% | i | 0.3% | 0.2% |
| COc1ccc(NC(=O)CSc2nc3ccccc3c(=O)n2CCC(=O)N2CCCCC2)cc1 | i | i | i | 0.7% | -2.1% | 2.3% | i | -2.5% | i | ? | 4.9% |
| O=C(Nc1cccc(Cl)c1N1CCCCC1)c1ccc2c(c1)OCCO2 | i | i | ? | 7.0% | -1.8% | 1.5% | i | 0.6% | i | ? | 29.8% |
| Cn1c(O)c(C=NC(CC(N)=O)C(=O)O)c(=O)n(C)c1=O (stereo not given) | i | i | i | -7.7% | -16.2% | 4.3% | i | -17.8% | i | -2.9% | 25.8% |
| O=S(=O)(c1ccc(Oc2ccc(Br)cc2F)nc1)N1CCCCC1 | i | i | i | -0.2% | -1.6% | -4.9% | i | 0.2% | i | 25.1µM* | -8.6% |
| Cc1c(Cl)cccc1-n1ccnc1SCC(=O)O | i | i | ? | -4.4% | 2.6% | -3.0% | i | -2.0% | ? | 20.4% | 3.9% |
| Cc1ccc(-c2nnc(N3CCN(C(=O)c4ccco4)CC3)c3ccccc23)cc1 | i | i | ? | 25.1µM* | -1.6% | 2.0% | i | 1.9% | i | 0.7% | 12.8% |
| O=S(=O)(c1ccc(-c2nnc(SCc3ccccc3)o2)cc1)N1CCCC1 | i | i | i | 19.6% | -0.7% | -0.5% | i | 1.0% | i | 18.8% | 6.8% |
| COCCN(Cc1cc2ccccc2[nH]c1=O)C(=O)c1ccccc1OC | 1.38e-08M* | i | i | 10.6% | 1.3% | 5.0% | 1.17e-08M* | 0.3% | i | 4.9% | -7.3% |

3 compounds out of the list above, ordered by the value under Casp1 inh, falling:
canonical_smiles,A350 autofl,Rhodamine fluor,Casp1 inh,Luciferase inh,4MU fluor,Caspase-7 inhib,TexasRed autofl,Tau filament bind
Cc1c(Cl)cccc1-n1ccnc1SCC(=O)O,i,i,2.6%,-3.0%,i,-2.0%,?,3.9%
Cc1noc(C)c1C(=O)OCC(=O)c1ccc[nH]1,i,i,0.4%,1.3%,i,-2.6%,i,-4.5%
COc1ccc(N2CCN(C(=O)CSc3nnc(-c4cc5ccccc5cc4O)n3C)CC2)cc1,i,i,-4.2%,-4.8%,i,0.4%,i,-28.1%

Some of these compounds in order of SMILES length, low to high.
| Compound | A350 autofl | Rhodamine fluor | Fluorescein fluor | ERK AVP inh | Casp1 inh | Luciferase inh | 4MU fluor | Caspase-7 inhib | TexasRed autofl | HEK293 cAMP ctrl | Tau filament bind |
| --- | --- | --- | --- | --- | --- | --- | --- | --- | --- | --- | --- |
| COc1ccc(-c2nnc(SCC#N)o2)cc1 | i | i | ? | -14.0% | 0.2% | -1.6% | i | 0.6% | i | 0.3% | 0.2% |
| Cc1c(Cl)cccc1-n1ccnc1SCC(=O)O | i | i | ? | -4.4% | 2.6% | -3.0% | i | -2.0% | ? | 20.4% | 3.9% |
| N#Cc1cccc(-c2cc(NCc3cccs3)ncn2)c1 | ? | i | ? | 12.6µM* | 0.2% | -1.1%[2.29 µM] | ? | 0.9% | i | 5.5% | -5.0% |
| CC(=O)Nc1cc(CN2CCCCC2)c(O)c2ncccc12 | i | i | ? | 28.8%[11.5 µM] | -1.0%[11.5 µM] | 0.3%[11.4 µM] | i | 1.9%[11.5 µM] | i | 20.9%[11.4 µM] | -13.0%[11.4 µM] |
| COc1ccc(OC)c(NC(=O)CSc2ncccc2C(=O)O)c1 | i | i | i | -25.1% | -1.8% | -3.8% | i | -1.2% | i | 4.3% | -15.5% |
| CC(=O)c1cc2c(cc1NC(=O)Nc1cccc(Cl)c1)OCCO2 | 3.12e-08M* | i | ? | ? | 2.4% | -5.1% | 2.43e-08M* | -2.6% | i | 9.3% | 162.1% |
| O=C(Nc1cccc(Cl)c1N1CCCCC1)c1ccc2c(c1)OCCO2 | i | i | ? | 7.0% | -1.8% | 1.5% | i | 0.6% | i | ? | 29.8% |
| O=S(=O)(c1ccc(-c2nnc(SCc3ccccc3)o2)cc1)N1CCCC1 | i | i | i | 19.6% | -0.7% | -0.5% | i | 1.0% | i | 18.8% | 6.8% |
| CC(C)COC(=O)N(C)c1ccc(C(O)(C(F)(F)F)C(F)(F)F)cc1 | i | i | i | ? | -1.9% | 0.3% | i | 0.1% | i | 1.6% | -18.8% |
| Cc1ccc(-c2nnc(N3CCN(C(=O)c4ccco4)CC3)c3ccccc23)cc1 | i | i | ? | 25.1µM* | -1.6% | 2.0% | i | 1.9% | i | 0.7% | 12.8% |
